# From PubChem
# STAT3 act: IL-6 driven STAT3 reporter potentiators, primary screen, U3A cells, luciferase, luminescence, MLSCN library. activation (% of control), % at 5.6 µM. IL-6 STAT3-luciferase reporter; 100% = signal with IL-6 EC80 alone. hit rate 0.91% among 190,000. AID 871, 2007;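 active means activation above the screen-wide mean of compound activation plus 3 SD, cut at about 130% in these data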;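 further: 0% = background luminescence of wells with medium and substrate only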
#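 Material: STAT1-lacking human U3A cells, STAT3 luciferase reporter | Benchmarks: IL-6-only wells as 100% reference | Probe or stimulus: IL-6 (33 ng/mL) | Timing: Compound 1 h, then IL-6 6 h at 37 °C | Detection: Luminescence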
# APP transl inh: inhibitors of APP translation via 5'UTR reporter, primary screen, APP 5'UTR luciferase, SH-SY5Y cells. hit rate 0.82% among 190,000. SH-SY5Y APP 5'UTR-luciferase reporter, luminescence. inhibition, % at 2 µM. AID 1285, 2008;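 active means inhibition above a set limit, derived from the sample mean plus 3 SD, cut at about 45% in these data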; further: values of inactives mirror those of a sister screen read the other way
# STAT3 inh: IL-6 driven STAT3 reporter inhibitors, primary screen, U3A cells, luciferase, luminescence, MLSCN library; IL-6 STAT3-luciferase reporter; host cell line lacks STAT1; inhibition, % at 5.5 µM; hit rate 0.89% among 190,000; AID 862, 2007;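 active means inhibition above the mean inhibition across all screened compounds plus 3 SD, cut at about 44% in these data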;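 further: 0% = DMSO only wells and 100% = 100 µM nifuroxazide control wells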
# FLuc stim CS: FLuc activators, initial screening, artefact control for FLuc-dependent activation tests, biochemical, ATPlite luminescence. activation factor at 10 µM. Luciferin 4-monooxygenase (Photinus pyralis), P08659. ATPlite luciferase biochemical, 10 min; 0 = ATP-free wells, 1 = DMSO control. 200,000 tested, under 10 active;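 active means luciferase activation factor, scaled between plate controls, of at least 2 with compound at 10 µM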
# Target sequence (P08659 whole entry, looked up): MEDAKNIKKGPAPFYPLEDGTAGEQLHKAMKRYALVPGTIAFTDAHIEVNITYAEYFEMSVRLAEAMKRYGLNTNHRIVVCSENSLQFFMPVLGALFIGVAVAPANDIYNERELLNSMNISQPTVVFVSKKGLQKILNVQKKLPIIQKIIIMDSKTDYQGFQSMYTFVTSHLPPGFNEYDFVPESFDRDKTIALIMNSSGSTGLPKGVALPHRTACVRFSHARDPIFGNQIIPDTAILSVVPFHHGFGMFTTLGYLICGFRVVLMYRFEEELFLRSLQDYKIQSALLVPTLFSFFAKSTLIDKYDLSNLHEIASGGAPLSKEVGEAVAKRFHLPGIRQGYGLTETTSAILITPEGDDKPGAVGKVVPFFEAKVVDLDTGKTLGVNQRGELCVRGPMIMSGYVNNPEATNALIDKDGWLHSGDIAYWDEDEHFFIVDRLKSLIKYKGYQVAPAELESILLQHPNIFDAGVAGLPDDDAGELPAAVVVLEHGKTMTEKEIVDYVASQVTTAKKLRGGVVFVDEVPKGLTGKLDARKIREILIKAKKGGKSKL
#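 System: luciferase plus luciferin reagent, cell-free; medium: PBS as buffer for the ATP substrate; dosing: test compounds dosed from 2 mM stocks in 100% DMSO; timing: 10 min post-reagent at room temperature; measured by: luminescence measurement of luciferase light output; evaluation: luciferase activation, seen as luminescence increase over controls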
# FLuc inhib CS: firefly luciferase enzyme inhibitors, primary screen, artefact control for luciferase-based inhibitor screens, biochemical, luminescence, ATPLite. Luciferin 4-monooxygenase (Photinus pyralis), P08659. hit rate 1.5% among 200,000. inhibition, % at 10 µM. 10 min;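 active means inhibition above about 50% when tested at 10 µM, limit read from the data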
# STAT1 blocker: STAT1 signaling inhibitors, primary screen, cell-based, HTS, luciferase reporter | NIH 3T3 STAT1-luciferase reporter, IFN-gamma, luminescence | inhibition, % at 5.5 µM | hit rate 0.35% among 200,000 | AID 920, 2007;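 active means inhibition above a set limit, the mean inhibition across all tested compounds plus 3 SD, cut at about 34% in these data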;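 further: 0% = IFN-gamma with DMSO and 100% = IFN-gamma with 300 µM nifuroxazide; values of inactives mirror those of a sister screen read the other way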
# ROMK mod: ROMK potassium channel modulators, primary screen, cell-based, thallium flux, MLSMR library | ATP-sensitive inward rectifier potassium channel 1 (Homo sapiens), P48048 | Tet-inducible ROMK, thallium flux fluorescence; actives lie on both sides | B-score at 10 µM | hit rate 2% among 130,000 | AID 1918, 2009;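 active means signal ratio slope over the read window, or its plate-corrected B-score, at least 3 SD from the plate mean, either direction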;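 further: B-score of the F/F0 ratio slope over 7 to 12 s after thallium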
# Target sequence (P48048 whole entry, looked up): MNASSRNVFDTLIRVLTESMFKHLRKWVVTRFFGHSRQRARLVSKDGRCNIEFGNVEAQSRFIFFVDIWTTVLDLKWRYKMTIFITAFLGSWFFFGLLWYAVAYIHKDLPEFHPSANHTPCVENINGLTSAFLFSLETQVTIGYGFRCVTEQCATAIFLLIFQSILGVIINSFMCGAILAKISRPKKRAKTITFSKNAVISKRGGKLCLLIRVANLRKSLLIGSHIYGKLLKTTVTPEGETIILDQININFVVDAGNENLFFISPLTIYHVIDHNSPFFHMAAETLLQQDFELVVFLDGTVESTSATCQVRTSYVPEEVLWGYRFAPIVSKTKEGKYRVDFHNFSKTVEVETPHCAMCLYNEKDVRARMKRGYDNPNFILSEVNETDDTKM
# NF-kB neuron act: activators of NF-kB expression in neurons, primary screen, cell-based, HTS; human neuronal cells, NF-kB reporter expression; stronger effect = higher value; fold change at 12.5 µM; hit rate 1.6% among 190,000; in the data active means fold change above about 3.3
# APP 5'UTR act: activators of APP 5'UTR luciferase reporter, primary screen, SH-SY5Y cells; SH-SY5Y APP 5'UTR luciferase reporter, luminescence; zero percent = DMSO vehicle wells; activation, % at 2 µM; hit rate 1% among 190,000;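 active means activation above a set limit, based on mean plus 3 SD of controls, cut at about 140% in these data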; further: values of inactives mirror those of a sister screen read the other way
# STAT1 activator: STAT1 signaling activators, primary screen, cell-based, HTS, luciferase reporter; NIH 3T3 STAT1-luciferase reporter, IFN-gamma, luminescence; 100% = IFN-gamma alone, no compound; activation (% of control), % at 5.5 µM; hit rate 2.6% among 200,000;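 active means activation above the screen-wide mean activation plus 3 SD, cut at about 130% in these data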;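 further: raw ratio to IFN-gamma control signal so 100% means no change and 0% no light; values of inactives mirror those of a sister screen read the other way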
# The depositor's hits bear a star; . = not tested or not shown.
SMILES,STAT3 act,APP transl inh,STAT3 inh,FLuc stim CS,FLuc inhib CS,STAT1 blocker,ROMK mod,NF-kB neuron act,APP 5'UTR act,STAT1 activator
Cc1ccc(S(=O)(=O)N2CCN(C(=O)c3cc4c(C)nn(-c5ccccc5C)c4s3)CC2)cc1,103,-7,1,1,-3,5,.,0.45,7,95
Cc1ccc(N(CCC(=O)O)S(=O)(=O)c2cccc(C(F)(F)F)c2)cc1,97,16,5,1,-1,-5,0.35,1,-16,103
O=C1Nc2ccccc2N(O)N1c1ccc(Cl)cc1,92,-21,16,1,-2,-6,-0.15,1.1,21,104
Cc1cc(CNC(=O)CC2C(=O)NCCN2Cc2ccc(-c3ccccc3)cc2)nn1C (stereo unspecified),104,-12,-1,1.1,-8,-5,0.37,0.95,12,103
CCOC(=O)c1cccc(-n2c(C)cc(C=O)c2C)c1,103,4,-1,1.1,-6,11,.,1.1,-4,90
CCOc1ccccc1-n1nnnc1SCc1nc2ccccc2s1,166*,-36,-70,1,2,-17,.,0.85,36,116
CC(C)N(C(=O)c1ccc2nc3c4ccccc4c4ccccc4c3nc2c1)C(C)C,96,24,8,.,.,3,0.38,.,-24,96
O=S(=O)(/N=C(\Nc1ccc(F)cc1)C(F)(F)F)c1ccccc1,103,9,1,0.9,5,-3,-0.8,1.1,-9,102
O=C(NCCc1ccccc1)C1CCCN(S(=O)(=O)c2cccc3nsnc23)C1 (stereo unspecified),96,-9,0,1.1,-6,0,.,1.3,9,100
CCOC(=O)CSc1ncnc2c1sc1nc(N3CCOCC3)c3c(c12)CCCC3,105,-18,0,1,-2,-4,-1,0.96,18,104
Nc1nnc(SCc2ccccc2F)n1-c1ccccc1,101,-2,-1,1.1,-7,-3,.,0.93,2,103
Cn1cccc1-c1cc(C(=O)N/N=C/c2cccc(O)c2)[nH]n1,106,-16,-4,0.8,20,-16,-0.76,1.8,16,114
Cc1cccc(CSc2nncc(=O)[nH]2)c1,96,-16,7,1,0,10,.,1,16,91
N#Cc1c(NCCN)nc(-c2ccccc2)c2c1CCCC2,102,-6,-2,1.1,-11,-6,-4*,1.1,6,104
O=C(NCCc1c[nH]c2ccccc12)Nc1ccccc1,85,-3,21,1.1,-6,1,.,1.3,3,99
COc1ccccc1NC1=C(Cl)C(=O)N(C2CCCCC2)C1=O,92,-4,20,1.1,-5,3,.,1.2,4,97
COc1ccc(OCc2ccc(C(=O)N3CCOCC3)cc2)cc1,99,-1,2,1,4,-1,.,1.2,1,100
COc1ccccc1CNc1ccc(N2CCOCC2)c(C(=O)O)c1,100,2,5,1.1,-7,4,.,1.1,-2,97
CSc1ccccc1NC(=O)c1ccncc1,122,1,-26,1.1,-7,4,.,0.94,-1,96
COC(=O)c1ccc(N2CCS(=O)(=O)CC2)cc1,98,-30,5,1,0,-2,-0.44,1.3,30,101
O=S(=O)(c1ccc2ncn(O)c2c1)N1CCOCC1,102,-14,-1,1,0,-7,0.3,0.9,14,105
CCn1c(C)c(P(=O)(N2CCOCC2)N2CCOCC2)c2ccccc21,101,-5,6,1.1,-6,-4,-0.44,1.1,5,102
O=C(N=NC(=O)c1ccco1)c1ccc2c(O)n(N3C(=O)c4ccccc4C3=O)c(O)c2c1,98,15,6,1,-2,4,0.48,1.2,-15,97
O=C(CNS(=O)(=O)c1ccc2ccccc2c1)OCC(=O)c1ccc(Br)s1,94,-12,8,1,-1,4,-0.76,0.97,12,97
Cc1cc(NC(=O)CSc2nnc(-c3c[nH]c4ccccc34)n2-c2ccc(F)cc2)no1,.,-21,.,1.1,-6,-8,.,0.94,21,106
O=C(CSCc1c(Cl)cccc1Cl)Nc1cccnc1,89,6,18,1,-4,1,0.078,1.3,-6,97
O=C1CSC(c2ccccc2)N1CC12CC3CC(CC(O)(C3)C1)C2 (stereo unspecified),98,-18,5,1,-4,1,0.14,1.1,18,99
COC(=O)c1cc(Nc2cc(C)nc3ncnn23)cc(C(=O)OC)c1,96,-12,4,1.1,-10,-6,0.27,1.2,12,106
NNC(=O)c1cc2c(s1)CCCCCC2,104,70*,-1,1.1,-5,-1,.,1.4,-70,101
Cc1ccc(CN2CCN(/N=C/c3cc(Br)ccc3O)CC2)cc1,108,-14,-1,1.1,-7,0,0.3,1.4,14,100
C/C(=N\Nc1nc(-c2cc(C)ccc2C)cs1)c1cc2ccccc2oc1=O,99,16,-1,1.1,-7,9,-0.0019,1,-16,92
COc1ccc(CC2S/C(=C(\C#N)C(=O)NCc3ccco3)N(c3ccc(C)cc3)C2=O)cc1 (stereo unspecified),106,6,-2,1.1,-6,1,.,1.1,-6,99
Cc1ccc(NC(=O)Cc2c(Cl)cccc2Cl)cc1S(=O)(=O)N(C)C,91,-8,14,1,-4,3,-0.21,0.95,8,97
Cc1ccc2cc(C#N)c(N3CCCN(C(=O)C4CCCO4)CC3)nc2c1C (stereo unspecified),102,-17,2,1.1,-7,11,.,0.92,17,91
C[N+](C)(C)CCN(Cc1ccc(Cl)cc1)c1ccccn1,96,0,8,1.1,-6,-1,.,0.81,0,101
Cc1cccc(Oc2ncc(-c3ccc(Cl)cc3)cn2)c1C,92,-24,12,1,2,-2,.,1.3,24,102
Cc1ccc(S(=O)(=O)NCc2c(-c3ccccc3)c3cc(Cl)ccc3[nH]c2=O)cc1,101,4,-5,1,-5,0,.,1.1,-4,100
C/C(=N\N=C(N)N)c1cccc([N+](=O)[O-])c1,86,3,21,1,2,10,.,0.95,-3,91
COc1ccc(/C=N\N=C2/SC(CC(=O)O)C(=O)N2c2ccc(O)cc2)cc1OC (stereo unspecified),97,-5,1,1,-4,-2,0.52,1.1,5,102
CCCOc1ccccc1C(=O)N(Cc1cccs1)C1CCS(=O)(=O)C1 (stereo unspecified),98,2,6,1,-2,-5,0.26,1.1,-2,105
O=C(CSc1nnc(-c2ccccc2)n1-c1ccccc1)c1ccc[nH]1,85,-21,17,1,-4,9,.,0.91,21,92
Nc1nc(CN2CCN(Cc3ccccc3)CC2)nc(Nc2ccc3c(c2)OCCO3)n1,120,5,-21,1.1,-6,-3,-1.3,0.7,-5,103
CN1CCN(S(=O)(=O)c2ccc(N3CCN(S(=O)(=O)c4cccs4)CC3)nc2)CC1,105,-4,-8,1,-4,4,-1.8,0.95,4,97
CC(C)c1ccc(N(C(=O)c2csnn2)C(C(=O)NC(C)(C)C)c2ccncc2)cc1 (stereo unspecified),126,-40,-27,1,-2,-9,.,1.6,39,108
CN(C)S(=O)(=O)c1cccc2c1C(=O)c1ccccc1C2=O,99,-10,-2,1,-2,1,-0.56,0.81,10,101
CCOC(=O)c1c(N)sc(C(=O)N2CCCCCC2)c1C,93,-6,14,1,-5,6,0.66,0.9,6,94
CC(Cc1cccs1)NC(=O)NC1CCCCC1 (stereo unspecified),109,-49,-8,0.9,6,-31,.,1.8,49,128
COC(=O)c1c(NC(=O)CC2Nc3cc(C)c(C)cc3NC2=O)sc(C)c1C (stereo unspecified),99,-1,-4,1,-4,1,.,0.72,1,99
Clc1ccccc1CN(Cc1ccccc1)c1ncnc2nc[nH]c12,99,-37,4,1,-3,2,0.62,1.1,37,95
CCCCc1ccc(-n2c(Cc3cccs3)n[nH]c2=S)cc1,100,-14,4,1.1,-9,0,-0.64,1.2,14,98

# Other results:
SMILES,STAT3 act,APP transl inh,STAT3 inh,FLuc stim CS,FLuc inhib CS,STAT1 blocker,ROMK mod,NF-kB neuron act,APP 5'UTR act,STAT1 activator
COC(=O)c1ccc(CNC(=O)COC(=O)COc2ccc(OC)cc2)cc1,102,12,6,1,3,-5,0.51,1,-11,104
Cc1cccc(-n2c(SCC(=O)Nc3cccc(S(=O)(=O)NC4=NCCCCC4)c3)nc3ccccc3c2=O)c1C,98,6,11,1,-1,-2,-5.4*,0.57,-6,102
CCCc1nnc(NC(=O)CN2C(=O)c3ccccc3S2(=O)=O)s1,99,8,6,1.1,-6,2,.,0.86,-8,98
Cc1ccc(NC(=O)C2(N(C(=O)Cn3nnnc3N)c3ccc(C)cc3)CCCCC2)cc1,108,-11,-5,1.1,-8,-6,0.39,1.1,11,104
COc1ccc(-c2nc(CCl)cs2)cc1,95,-4,14,0.7,32,-18,-0.041,2.4,4,118
O=C(C1CCN(C2CCN(Cc3ccc4c(c3)CCO4)CC2)CC1)N1CCOCC1,114,-2,-12,1.1,-6,-6,0.19,1.1,2,104
CC1=Nc2ncnn2C(c2ccccc2)/C1=N\O (stereo unspecified),105,-16,-4,1,-5,7,-2.3,1.2,16,94
CCNC(=O)CN(c1ccc(OC)c(OC)c1)S(=O)(=O)c1ccccc1,100,4,4,1,0,0,0.12,1.2,-4,100
Cc1csc(N(C(=O)c2cccc(S(=O)(=O)N(C)C)c2)c2ccccc2)n1,99,13,4,1,-3,6,.,0.83,-13,95
Cc1cc(C)n(-c2nc3c(c(=O)n(C)c(=O)n3C)n2CC(O)COc2ccccc2C)n1 (stereo unspecified),102,-9,-2,.,.,2,.,.,9,98
O=S(=O)(c1ccc(Cl)cc1)n1c(Cc2ccccc2)nc2ccccc21,97,6,1,1,-5,8,-0.34,1.1,-5,93
COc1cc(OC)cc(C(=O)OCC(=O)NCc2ccc3c(c2)OCO3)c1,103,-7,-2,1.1,-7,9,-0.14,1,7,92
CC1=C/C(=N\NC(=S)Nc2cccnc2)CC(C)(C)C1,106,-1,-8,0.9,6,-36,3*,1.2,1,134*
COc1cccc(C(=O)OC2CCN(C)CC2)c1,97,-9,9,1,-4,2,0.026,1.4,9,96
O=C(/C(=C(\[O-])c1ccccc1)[n+]1ccc2ccccc2c1)c1ccc(Cl)cc1,152*,-9,-53,1.1,-7,3,-0.87,0.72,9,98
O=C(N/N=C/c1ccc(-c2cccc(C(F)(F)F)c2)o1)c1ccccc1O,100,6,2,1,-3,3,-0.81,1.2,-6,97
Cc1nn(CCC(=O)NNC(=S)NCC(C)C)c(C)c1Br,94,-11,13,1.1,-7,8,0.22,0.95,11,92

# Another view of three compounds above.
SMILES | STAT3 act | APP transl inh | STAT3 inh | FLuc stim CS | FLuc inhib CS | STAT1 blocker | ROMK mod | NF-kB neuron act | APP 5'UTR act | STAT1 activator
Cc1nn(CCC(=O)NNC(=S)NCC(C)C)c(C)c1Br | 94 | -11 | 13 | 1.1 | -7 | 8 | 0.22 | 0.95 | 11 | 92
O=S(=O)(c1ccc(Cl)cc1)n1c(Cc2ccccc2)nc2ccccc21 | 97 | 6 | 1 | 1 | -5 | 8 | -0.34 | 1.1 | -5 | 93
COc1cccc(C(=O)OC2CCN(C)CC2)c1 | 97 | -9 | 9 | 1 | -4 | 2 | 0.026 | 1.4 | 9 | 96
